Screening data deposited in PubChem BioAssay by National Center for Advancing Translational Sciences (NCATS).
TbPYK inhibitor: blocks Trypanosoma brucei pyruvate kinase. Q57TT1. TbPYK enzyme, Kinase-Glo Plus ATP luminescence, 45 min. Potency, µM (series often up to 76.8 µM), inactives show at the top dose activity, negative = inhibition, hits mostly inhibitors. actives 0.12% (n = 410,000); active = well fitted inhibition curve with a large enough effect; note: nearly all actives have a fitted effect of over 50% in size
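Luminescence from Kinase-Glo Plus, added after a 45-minute room-temperature reaction, served as the end-point read-out. The enzyme and substrate were preincubated with compound before ADP (130 uM final) initiated turnover. Concentration-effect curves came from normalized qHTS data.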
The depositor's hits bear a star; [ ] = another dose, or the depositor's remark. % is set by controls: 0 for no effect and ±100 for the full control effect; potency is the fitted concentration of half-maximal effect. This is a subset; rates above refer to the full screens.

SMILES	TbPYK inhibitor
CCOC(=O)c1c(NC(=O)c2ccc(S(=O)(=O)N3CCCC(C)C3)cc2)sc2c1CCN(C(C)C)C2 (stereo unspecified)	-1%
COc1ccc(OC)c(NC(=O)C(NS(=O)(=O)c2ccc3c(c2)CCCC(=O)N3)C(C)C)c1 (stereo unspecified)	-10%
Cc1ccc(-n2ncc(C(=O)N3CCCCC3)c2C2CCN(C(=O)OC(C)(C)C)CC2)cc1C	2%[15.4 µM]
CCC(CC)C(=O)N(C)c1c(C)nc2c(OCC(=O)N(C)C)cccn12	0%
COc1ccc(-c2csc(C(NC(C)=O)c3cccc(OC)c3)n2)cc1 (stereo unspecified)	-5%
Cc1ccc(CNC(=O)CC(C)CC2=NS(=O)(=O)c3ccccc3N2)cc1 (stereo unspecified)	-1%
COc1ccc(C)cc1NC(=O)C1CCN(S(=O)(=O)c2c(C)noc2/C=C/c2ccco2)CC1	-6%
CCOC(=O)[C@]12CCCC=C1N(Cc1cccc3ccccc13)C(=O)[C@H](CC(=O)NCc1ccc(C)o1)C2	-4%
Cc1ccc(NC(=O)Cc2ccc(-n3c(C)nc4cccnc43)cc2)c(Cl)c1	6%[15.4 µM]
Cc1cccc(NC(=O)Cn2c(=O)n(Cc3ccccc3)c(=O)c3sc4ccccc4c32)c1	-13%
O=S1(=O)N[C@H](Cc2ccccc2)COc2cc(N3CCSCC3)ccc21	-2%
O=C(CSc1nc(-c2ccccc2)nc2cc(=O)[nH]n12)Nc1ccccc1	4%
Cc1ccc(CNC(=O)CCC(=O)N2CC3CCCN3c3ccccc32)cc1 (stereo unspecified)	-5%
CCOC(=O)c1cc(-c2ccccc2)n(CCCC(=O)Nc2ccc(C)c(Cl)c2)c1C	1%[15.4 µM]
COC(=O)[C@]12CCCCC=C1N(Cc1cccc3ccccc13)C(=O)[C@H](CC(=O)NCCCN1CCCC1=O)C2	2%
COc1ccc(N2CC(NC(=O)CCc3ccccc3)CC2=O)cc1OC (stereo unspecified)	-9%
c1ccc(CN2CCC3(CCNCC3)CC2)cc1	0%
O=C(NC1CC1)c1cccc2c1C(=O)c1ccc(N3CCC(N4CCCCC4)CC3)cc1S2(=O)=O	-2%
COc1ccc(C(=O)NCC(c2ccco2)N2CCOCC2)cc1 (stereo unspecified)	7%
O=C(NCCN1CCC(n2c(=O)[nH]c3ccccc32)CC1)c1ccccc1Cl	-2%
CCOc1ccc2c(c1)NC(c1ccc(OCC)c(OCC)c1)=NC(c1ccc(F)cc1)=N2	-6%
COc1ccc(C#Cc2ccc3c(c2)O[C@H](CN(C)C(C)=O)[C@H](C)CN([C@@H](C)CO)S3(=O)=O)cc1	-19%
O=c1[nH]c2ccc(NCc3ccc(-c4ccccc4F)o3)cc2[nH]1	2%
O=C(NCc1ccccc1Br)c1cnc2sc(N3CCCCCC3)nn2c1=O	-11%
Cc1cc2nc(-c3ccc(Cl)cc3)c(Cc3ccsc3)n2c(C)c1Br	-5%
CCOC(=O)c1c(-c2ccc(OC)c(OC)c2)csc1NC(=O)c1ccc(F)cc1	1%
CCCOc1ccc(C2C(=O)N(C3CCCCC3)CC(=O)N2C2CCCCC2)cc1OC (stereo unspecified)	3%
Cc1cccc(C)c1OC(=O)CSc1nnc(CNC(=O)c2ccccc2)o1	-11%
Cc1noc(C)c1C(=O)N1CCC2(CC1)CN(c1ccccn1)C2	0%
COc1ccc(CNC(=O)c2sc(=O)n(Cc3ccccc3OC)c2C)cc1	-6%
O=C(c1ccc2c(c1)OCCO2)N(Cc1cccnc1)c1nc2ccc(F)cc2s1	2%
COc1ccc(-c2[nH]c(-c3ccc(O)cc3)nc2-c2ccccc2)cc1	1%
COC(=O)c1ccc2nc(C3CCCCC3)c(Cc3cccc(F)c3)n2c1	-8%
COC(=O)c1ccccc1NC(=O)Cn1cc(S(=O)(=O)Cc2ccccc2F)c2ccccc21	-14%[15.4 µM]
OC(c1cccc(Cl)c1)c1nc(-c2cnc3ccccc3c2)cs1 (stereo unspecified)	-2%
COc1cc(C(=O)N2CCN(c3ccc(Nc4ccccc4)nn3)CC2)cc(OC)c1OC	-3%
O=C(COc1ccc([N+](=O)[O-])cc1)Nc1cccc2cccnc12	-6%
CC1(C(=O)NC2CCCCC2)CCC(=O)N1CC(F)(F)F (stereo unspecified)	8%
CCOC(=O)c1ccccc1NC(=O)CSc1nc2ncccc2[nH]1	0%
CCc1ccc(S(=O)(=O)Nc2cc(-c3cn4ccccc4n3)ccc2C)cc1	1%
NC(Cc1ccccc1)c1csc(Nc2ccc(C(=O)NCCO)cc2)n1 (stereo unspecified)	-6%
CCC(Sc1nc2ccccc2c2nc(CCn3c(C)nc4ccccc43)nn12)C(=O)Nc1ccc(F)cc1 (stereo unspecified)	1%
CCCCN1C(=O)C(CC(=O)NCc2ccco2)CC(C(=O)N(C(C)C)C(C)C)=C1C (stereo unspecified)	1%
CC(Sc1oc(-c2cccs2)nc1S(=O)(=O)c1ccccc1)c1ccccc1 (stereo unspecified)	-10%
CC1=C(C(=O)N(C(C)C)C(C)C)CC(CC(=O)NCC2CCCCC2)C(=O)N1Cc1ccccc1 (stereo unspecified)	3%
O=C(NCc1ccc(F)cc1)c1cc(C2CCCN(C(=O)c3ccc4ccccc4c3)C2)on1 (stereo unspecified)	-9%
CCc1nc2ccc(C(=O)NCc3ccc(SC)cc3)cc2nc1CC	-2%
O=c1n(Cc2ccccc2)c(O)c2n1Cc1ccccc1N=C2c1ccccc1	-11%
O=C(NC1CC(=O)N(c2cccc(F)c2)C1)c1cccs1 (stereo unspecified)	4%
CCOc1cc(C(=O)Nc2ccc(NC(=O)c3cc4ccccc4o3)c(OC)c2)cc(OCC)c1OCC	0%
Further results follow:
SMILES	TbPYK inhibitor
COc1ccc(OC(=O)N(C)C[C@H]2OCc3cnnn3CCCC(=O)N([C@@H](C)CO)C[C@H]2C)cc1	-5%
O=S1(=O)N(Cc2ccccc2)CCCN1Cc1cccc(Cl)c1	2%
O=C(Nc1cccc(O)c1)c1cc2nc(-c3ccc(Br)cc3)cc(C(F)(F)F)n2n1	1%
CCCCNC(=O)C[C@@H]1C[C@@]2(C(=O)OCC)CCC=C2N(CCC2=CCCCC2)C1=O	5%
CCCN1C(=O)C(=O)N(CC(=O)N2c3ccccc3NC(=O)CC2C)C1=O (stereo unspecified)	-10%
Fc1cccc(Cl)c1Cn1c(-c2cccs2)nc2ccccc21	-4%
COc1ccccc1C(=O)NNC(=O)c1ccc(O)cc1	2%
Cc1ccc2oc(-c3cccc(NC(=O)Cc4ccc(Cl)cc4)c3)nc2c1	-3%
Cc1ccc(C)c(N2CCN(c3nc4ccccc4c(=O)n3-c3ccc(Cl)cc3)CC2)c1	0%
CCn1c(C(=O)N2CCC(C(=O)NCCCOC)CC2)cc2sccc21	3%
COC(=O)[C@]12CCCCC=C1N(CCC1=CCCCC1)C(=O)[C@H](CC(=O)NCc1ccc(OC)c(OC)c1)C2	0%
Nc1ncnc2c1ncn2[C@@H]1O[C@H](C(=O)N2CCCN(Cc3cccs3)CC2)[C@@H](O)[C@H]1O	2%
COc1ccc(OC)c(NC(=O)C2=C(C)C(=O)OC23CCCCCC3)c1	4%
CCC(=O)N1CCc2cc(Br)cc(S(=O)(=O)N3CCCC(C(=O)NCc4cccc(OC)c4)C3)c21 (stereo unspecified)	-5%
CCCCC(=O)Nc1ccc(C(=O)OCc2cc(=O)n3ccsc3n2)cc1	4%
Cc1nnc(N2CCC(C(=O)N3CCCCC3)CC2)c2nn(-c3ccccc3)c(C)c12	2%
Cc1ccc(-c2nc3nc(C)cc(N4CCN(c5cccc(C)c5C)CC4)n3n2)cc1	-3%
Nc1ccc(S(=O)(=O)Nc2nccc(/C=C/c3cccc([N+](=O)[O-])c3)n2)cc1	2%
COc1ccc(C2c3[nH]c4ccc(OC)cc4c3CCN2C(=O)Nc2ccccc2)cc1 (stereo unspecified)	1%
CCNc1ncc2nc(CCc3ccccc3)c(=O)n(-c3ccccc3)c2n1	-6%
CCCCNc1ccc(-c2nc(-c3ccccn3)no2)cc1[N+](=O)[O-]	-1%
CCCS(=O)(=O)NC(=O)C1(C)CCN(C(=O)c2sccc2C)C1 (stereo unspecified)	-13%
CCc1ccc(S(=O)(=O)c2nnn3c2nc(NCc2cccc(OC)c2)c2cc(Cl)ccc23)cc1	0%
CC(=O)N1CCc2cc(S(=O)(=O)N3CCN(c4ccc(C)cc4)C(C)C3)ccc21 (stereo unspecified)	1%
OC(c1cccc(F)c1)c1ncc(-c2ccc3ccccc3c2)[nH]1 (stereo unspecified)	2%
COc1ccc(CCNc2oc(/C=C/c3cc(OC)c(OC)c(OC)c3)nc2C#N)cc1OC	-4%
CCNC(=O)C1(C)CCCN(Cc2csc3ccccc23)C1 (stereo unspecified)	0%
Cc1ccc(Cc2nc3ccccc3nc2SCC(=O)NCCC(C)C)cc1	-4%
COc1ccc(CCn2c(C)cc(C(=O)COC(=O)c3ccc(O)cc3O)c2C)cc1	-2%
COc1ccc(CCNC(=O)c2ccc3c(c2)nc2n3CCCCC2)cc1OC	5%

13 structures from above, ordered by formula weight, ascending.
SMILES	TbPYK inhibitor
CCNC(=O)C1(C)CCCN(Cc2csc3ccccc23)C1 (stereo unspecified)	0%
OC(c1cccc(F)c1)c1ncc(-c2ccc3ccccc3c2)[nH]1 (stereo unspecified)	2%
CCCCNc1ccc(-c2nc(-c3ccccn3)no2)cc1[N+](=O)[O-]	-1%
CCCS(=O)(=O)NC(=O)C1(C)CCN(C(=O)c2sccc2C)C1 (stereo unspecified)	-13%
CCCCC(=O)Nc1ccc(C(=O)OCc2cc(=O)n3ccsc3n2)cc1	4%
COc1ccc(CCNC(=O)c2ccc3c(c2)nc2n3CCCCC2)cc1OC	5%
Cc1ccc(Cc2nc3ccccc3nc2SCC(=O)NCCC(C)C)cc1	-4%
Nc1ccc(S(=O)(=O)Nc2nccc(/C=C/c3cccc([N+](=O)[O-])c3)n2)cc1	2%
Cc1ccc(-c2nc3nc(C)cc(N4CCN(c5cccc(C)c5C)CC4)n3n2)cc1	-3%
CC(=O)N1CCc2cc(S(=O)(=O)N3CCN(c4ccc(C)cc4)C(C)C3)ccc21 (stereo unspecified)	1%
COc1ccc(CCn2c(C)cc(C(=O)COC(=O)c3ccc(O)cc3O)c2C)cc1	-2%
COc1ccc(CCNc2oc(/C=C/c3cc(OC)c(OC)c(OC)c3)nc2C#N)cc1OC	-4%
CCc1ccc(S(=O)(=O)c2nnn3c2nc(NCc2cccc(OC)c2)c2cc(Cl)ccc23)cc1	0%

(continued)
SMILES	TbPYK inhibitor
COc1ccccc1CNC(=O)CCCn1c(=O)c2cccn2c2ccccc21	1%
CC(=O)N1CCc2cc(S(=O)(=O)CCC(=O)Nc3ccc(C)cc3Br)ccc21	-3%
COCCCNC(=O)c1oc2c(c1C)-c1nn(Cc3ccc(Cl)cc3)cc1CC2	-3%
Cc1ccc(-c2nc(CCNC(=O)C(=O)Nc3ccc(C)cc3C)cs2)cc1	-4%
O=C(CSc1nc2ccccc2c(=O)n1-c1ccc(F)c(Cl)c1)Nc1ccc2c(c1)CCC2	0%
COC(=O)C1=C(c2ccccc2)c2ccccc2S(=O)(=O)N1CC(=O)Nc1ccccc1Cl	0%
CCCc1cnc2c(c1SCc1ccc(C(F)(F)F)cc1)c(=O)n(C)c(=O)n2C	-17%
COc1ccc(-c2csc(C(O)(c3ccccc3)C(F)(F)F)n2)cc1 (stereo unspecified)	2%
CC1(c2nnnn2Cc2ccccc2)CCC(=O)N1Cc1ccco1 (stereo unspecified)	2%
O=C1C(c2ccccc2)=NCCN1C(c1ccc(F)cc1)c1nc2ccccc2[nH]1 (stereo unspecified)	3%
Cc1c(CNC2CCC(C)CC2)c(C(=O)O)c(C)n1Cc1ccc(Cl)cc1 (stereo unspecified)	0%
CCOc1cc(C#N)c(NC(=O)c2ccc(OC)c(S(=O)(=O)N3CCN(c4ccccc4)CC3)c2)cc1OCC	4%
COCCNc1nc2c(S(=O)(=O)c3ccccc3)nnn2c2ccc(Cl)cc12	-3%
CCCCn1cc2c(c1-c1ccc(Cl)cc1)c(=O)n(C)c(=O)n2C	6%
CSCCC(c1nnnn1-c1c(C)cccc1C)N1CCN(C/C=C/c2ccccc2)CC1 (stereo unspecified)	-3%
COc1ccc(CNC(=O)c2cc(-c3ccc(OC)c(OC)c3)nc3n[nH]c(-c4ccc(C)cc4)c23)cc1	3%
C[C@@H](CO)NC(=O)c1[nH]cnc1C(=O)Nc1ccc(CNC(=O)OC(C)(C)C)cc1	6%
CCOc1cccc(C(=O)Nc2c(C(=O)c3ccc(OC)cc3)oc3ccccc23)c1	-8%
Cc1c(C(=O)NCc2cccc(Cl)c2)sc(=O)n1Cc1ccc(F)cc1	0%
O=C(CCn1c(=O)c2cccn2c2cccnc21)N1CCN(c2ccccc2)CC1	-5%
COc1cc(NC(=O)NCCn2nnc3cc(S(=O)(=O)N(C)C)ccc32)cc(OC)c1	4%
Cc1ccc(F)c(S(=O)(=O)NC(=O)C2(C)CCN2C(=O)c2sccc2C)c1 (stereo unspecified)	-3%
Cc1ccc(C(=O)c2cn(Cc3ccc(F)cc3)c3nc(C)ccc3c2=O)cc1	-15%
Cc1ccc(NC(=O)Nc2sc3nc4n(c(=O)c3c2C)CCC(C)CC4)c(Cl)c1 (stereo unspecified)	4%
CC1(C(=O)NCC(F)(F)F)CCN1C(=O)C1(c2ccccc2)CC1 (stereo unspecified)	1%
COc1cc2oc(=O)cc(CN3CCN(c4ccccc4OC)CC3)c2cc1Cl	-20%
COc1ccc(CCNC(=O)CCn2c(=O)c3ccccc3n(Cc3c(C)cc(C)cc3C)c2=O)cc1OC	3%
COc1ccc2c(C)cc(=O)sc2c1	-6%
CCn1c(=O)c2sccc2n2c(CCCC(=O)Nc3ccc(OC)c(OC)c3)nnc12	4%
